Compound activity as filed in PubChem BioAssay.
eLon inh: inhibits E. coli Lon protease; purified E. coli Lon protease, fluorescence polarization; P0A9M0; inhibition, % at 7.94 µM; 360,000 compounds, 0.42% hits; in the data active = inhibition above about 13%, passing the limit was not always enough;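 also: 0% = enzyme with probe and DMSO and 100% = no enzyme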
TbMetRS inhib: Trypanosoma brucei MetRS inhibition | purified T. brucei MetRS, ATP depletion, Kinase-Glo luminescence | 360,000 compounds, 0.4% hits | inhibition, % at 11.9 µM;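 active = inhibition above a per-plate cutoff of the control wells' mean inhibition plus 3 SD, cut at about 5.5% in these data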;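 also: 0% = DMSO wells median and 100% = median of wells with control inhibitor compound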
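Test system: purified T. brucei MetRS enzyme. Also added: ATP, methionine and E. coli bulk tRNA substrates. Compound: 11.9 µM single point. Schedule: 15 min enzyme-compound preincubation, 2 h reaction, 10 min detection, 25 °C. Signal: luciferase luminescence of residual ATP, Kinase-Glo. Evaluation: percent inhibition versus plate control medians. Controls: DMSO wells, low control.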
Neddyl block: blocks human cullin neddylation | P61081+Q13564 | TR-FRET cullin neddylation, biochemical | calls only at 25 µM | 360,000 compounds, 0.58% hits; in the data active = inhibition above about 36%
MsrA inh: inhibits bovine methionine sulfoxide reductase A. 360,000 compounds, 0.75% hits. inhibition, % at 15.5 µM. purified bovine MsrA, absorbance read-out; in the data active = inhibition above about 4.5%;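 also: 0% = vehicle wells with enzyme and 100% = reference inhibitor wells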
PABP1 MLLE inh: blocks PAM2 peptide binding to the PABP1 MLLE domain. P11940. GST-MLLE / FITC-PAM2 fluorescence polarization. inhibition, % at 20 µM. 360,000 compounds, 0.36% hits. AID 588489; in the data active = inhibition above about 35%, passing the limit was not always enough;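 also: plate controls were DMSO wells with GST-MLLE for no effect and wells lacking GST-MLLE protein for full effect; some results filed as inactive read as strong as hits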
CSN deneddyl inh: inhibitors of human CSN-mediated cullin deneddylation. 360,000 compounds, 0.38% hits. Purified CSN, SCF-Nedd8-OG deneddylation, fluorescence polarization. inhibition, % at 12.5 µM;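 active = pattern-corrected inhibition above about 35%, with an unprinted fluorescence ratio check between 0.5 and 1.5, limit read from the data, passing the limit was not always enough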;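 also: 0% = enzyme with substrate and 100% = substrate without enzyme; some results filed as inactive read as strong as hits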
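Material: purified human Csn5 enzyme expressed in HEK293T cells / Medium: Tris buffer pH 7.5, NaCl, DTT, Tween-20, trehalose, ovalbumin / Compound dosing: 12.5 µM single point / Schedule: 90 min incubation of compound, enzyme and substrate at room temperature / Signal: fluorescence polarization of the substrate / Control set: no-enzyme wells high, enzyme-with-substrate wells low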
Rin1-Abl PPI inh: inhibitors of human Rin1-Abl protein interaction; TR-FRET Rin1/Abl binding, biochemical; inhibition, % at 7.35 µM; 360,000 compounds, 0.4% hits; AID 588664; in the data active = inhibition above about 5%, passing the limit was not always enough
MsrA act: bovine methionine sulfoxide reductase A activation; purified bovine MsrA, absorbance read-out; 360,000 compounds, 0.3% hits; activation, % at 10.6 µM; AID 602163; in the data active = activation above about 7.5%;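 also: 0% = vehicle and 100% = reference activator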
FAS TE block: inhibitors of human fatty acid synthase thioesterase domain | P49327 | recombinant FAS-TE, OMFH fluorogenic substrate, fluorescence endpoint | inhibition, % at 15 µM | 360,000 compounds, 0.67% hits | AID 602261;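 active = compounds whose normalised, plate-corrected inhibition of enzyme fluorescence in the single-dose primary screen is 50% or more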;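 also: 0% = DMSO with enzyme and 100% = substrate without enzyme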
Active calls of the source: *; i = inactive; . = no result given; + = active, no number. Hits appear at their usual frequency; overall some 4% were active at least once.

mol | MsrA act | Rin1-Abl PPI inh | eLon inh | CSN deneddyl inh | MsrA inh | FAS TE block | Neddyl block | PABP1 MLLE inh | TbMetRS inhib
Cc1ccc(C(=O)C(C)OC(=O)C2CCN(c3ccc(C(F)(F)F)cn3)CC2)cc1C (configuration not stated) | -0.2 | 4.3 | 1.2 | 5.8 | 0.3 | 25.9 | i | -3.0 | -0.2
Cc1ccc(C)c(NC(=O)CSc2ccc(S(=O)(=O)N3CCCC3)cn2)c1 | -2.0 | 0.4 | 4.3 | -1.8 | 1.5 | -5.7 | i | 15.6 | -0.4
COc1cc(N=c2oc3c(C)ncc(CO)c3cc2C(N)=O)cc(OC)c1OC | -1.1 | -0.9 | -8.0 | 0.7 | 1.4 | -6.1 | i | -3.3 | 0.9
COC(=O)c1ccc(=O)n(Cc2ccc3c(c2)OCO3)c1 | -8.5 | 3.6 | 20.6* | -2.0 | 0.3 | -5.8 | i | -3.0 | -1.6
O=C(Nc1ccccc1O)c1ccc(NS(=O)(=O)c2cccc3cccnc23)cc1 | 0.6 | 1.5 | -4.7 | 1.2 | 0.7 | 4.2 | i | 0.5 | -1.3
Cc1cccc(OCCn2nc(C(=O)O)c3ccccc3c2=O)c1 | -2.8 | -1.4 | -1.9 | 2.8 | 0.9 | -2.0 | i | -7.6 | -0.8
Cc1cc(C)c(C(=O)COC(=O)c2cc([N+](=O)[O-])ccc2N2CCOCC2)cc1C | -6.0 | 1.3 | -0.4 | -1.4 | 0.5 | 56.9* | i | -31.7 | 0.1
Cc1cccc(NC(=O)c2ccc3nccnc3c2)c1C | -2.4 | 0.2 | 1.4 | -2.4 | 0.4 | -5.9 | i | 15.4 | 0.0
Cc1c(C(=O)NCc2ccc(F)cc2)oc2ccc(S(=O)(=O)N3CCOCC3)cc12 | 0.7 | 3.1 | -6.3 | -3.8 | -0.1 | 8.1 | i | 13.4 | -0.2
CCOC(=O)N1CCN(S(=O)(=O)c2ccc(C(=O)N(CCCN(C)C)c3nc4ccc(OC)cc4s3)cc2)CC1 | -5.3 | 1.4 | -5.5 | 5.4 | -0.7 | -4.0 | i | 6.4 | -0.8
COc1ccccc1C1C(C(C)=O)=C(O)C(=O)N1CCc1ccccc1 (configuration not stated) | -10.0 | 1.9 | -0.4 | 3.4 | 1.9 | -2.8 | i | -3.1 | -1.2
C=CCn1c(NC(=O)c2ccc(C)cc2)nc2ccccc21 | -0.5 | -24.9 | 4.2 | -1.9 | -0.9 | -1.8 | i | 18.8 | -0.3
c1ccc(-c2ccc3sccc3n2)cc1 | -2.0 | 1.9 | -2.4 | 0.6 | -1.4 | -4.5 | i | 8.3 | -0.3
CCN(CC(=O)NCCc1ccc(S(N)(=O)=O)cc1)Cc1ccccc1 | -7.3 | 2.0 | 3.7 | 3.6 | 2.4 | -8.0 | i | 9.8 | -0.5
CC(=O)Nc1cc(-c2ccccc2F)cn2c(-c3cccc(C(F)(F)F)c3)cnc12 | -0.2 | 2.2 | -11.1 | -1.2 | 0.3 | 25.5 | i | -12.1 | -0.2
CC1(C)CC(=O)C=C(c2ccc(Oc3ccccc3)cc2)C1=O | -2.1 | -2.6 | -5.4 | -0.9 | 0.2 | 22.5 | i | 1.7 | 0.8
C/C=C/c1ccc(OCC(O)CNCC(c2ccc(OC)cc2)N(C)C)c(OC)c1 (configuration not stated) | -1.4 | 1.1 | -1.3 | -1.7 | -0.3 | -4.5 | i | 9.2 | -1.1
CCCC(=O)c1c[nH]c(C(=O)NCCCN2CCOCC2)c1 | -10.2 | 1.9 | -3.5 | -2.8 | 0.3 | -2.2 | i | 8.7 | 1.1
CC(=O)c1ccc(S(=O)(=O)N2CCN(C(=O)CSc3ccc(C)c(C)c3)CC2)cc1 | -1.3 | 1.5 | -0.9 | -0.6 | 0.9 | 14.6 | i | 5.8 | 0.3
O=C(OCC1CCNCC1)c1ccc(F)cc1 | -2.5 | -1.1 | 12.5 | 1.3 | -0.8 | -4.7 | i | 13.2 | -0.9
COc1cccc(OC)c1C(=O)Nc1ccc2c(c1)CCCN2S(=O)(=O)c1ccc(C)cc1 | -6.3 | 3.6 | 6.0 | -0.6 | -0.8 | 20.8 | i | 24.0 | -0.7
CC(CN1CCCCC1)OC(=O)COc1ccc(Br)cc1 (configuration not stated) | -2.7 | -2.7 | -0.2 | -4.3 | 0.9 | -3.6 | i | 5.3 | -0.9
CC(=O)N1CC(C)Sc2ccc(S(=O)(=O)NC(C)c3ccccc3)cc21 (configuration not stated) | -4.3 | -6.1 | 10.8 | -0.2 | 1.7 | -1.2 | i | 8.3 | -0.5
Cc1nc2sc(C(=O)OC(C)C)c(N)c2c(C)c1C | -1.3 | 0.2 | 1.6 | -1.1 | -0.1 | -0.4 | . | 14.1 | -0.9
Cc1ccc(-c2nnc(SCC(=O)Nc3ccccc3N3CCOCC3)o2)cc1 | 4.3 | -2.9 | -1.6 | -2.4 | -0.3 | -2.2 | i | -100.9 | -0.1

3 entries from above, with two lines to a compound:
Results follow in this order: MsrA act	Rin1-Abl PPI inh	eLon inh	CSN deneddyl inh	MsrA inh	FAS TE block	Neddyl block	PABP1 MLLE inh	TbMetRS inhib
> C/C=C/c1ccc(OCC(O)CNCC(c2ccc(OC)cc2)N(C)C)c(OC)c1 (configuration not stated)
    -1.4	1.1	-1.3	-1.7	-0.3	-4.5	i	9.2	-1.1
> CCCC(=O)c1c[nH]c(C(=O)NCCCN2CCOCC2)c1
    -10.2	1.9	-3.5	-2.8	0.3	-2.2	i	8.7	1.1
> O=C(OCC1CCNCC1)c1ccc(F)cc1
    -2.5	-1.1	12.5	1.3	-0.8	-4.7	i	13.2	-0.9

Further entries follow.
mol | MsrA act | Rin1-Abl PPI inh | eLon inh | CSN deneddyl inh | MsrA inh | FAS TE block | Neddyl block | PABP1 MLLE inh | TbMetRS inhib
OC(CN1CCN(c2ccc(C(F)(F)F)cn2)CC1)c1ccccc1 (configuration not stated) | -1.6 | 2.4 | 0.2 | -2.6 | . | 1.3 | i | 4.0 | -0.3
CC(=O)c1c(C)[nH]c(-c2ccccc2)c1C | -10.0 | 0.5 | -7.5 | -1.0 | 0.5 | -8.9 | i | 4.5 | -0.5
Cc1nn(-c2ccccn2)c2c1C(c1ccccc1Cl)C1=C(N2)c2ccccc2C1=O (configuration not stated) | -3.1 | -2.1 | -14.3 | -0.5 | -1.3 | 53.0* | i | -37.8 | 0.6
COc1ccc(-c2cc(C(=O)Nc3ccc(OC)c(OC)c3)[nH]n2)c(C)c1 | -2.1 | -1.1 | 0.7 | -6.1 | 1.1 | -1.8 | i | 2.0 | 0.0
CCc1c(Cl)nc(N)nc1Nc1ccccc1C | -2.7 | 1.4 | -4.0 | -0.3 | -0.6 | -6.2 | i | -53.5 | -0.2
COc1ccc(C(CNC(=O)c2oc3ccc(OC)cc3c2C)N2CCCC2)cc1 (configuration not stated) | 1.1 | -0.2 | 2.5 | -0.2 | -0.7 | 1.1 | + | -9.4 | -0.2
Cc1ccccc1CNC(=O)C1CCCN(c2nnc(C)c3c(C)n(-c4ccccc4)nc23)C1 (configuration not stated) | -3.4 | -1.0 | -3.3 | 9.0 | 0.7 | -0.4 | . | -21.4 | 0.2
CC1(C(=O)NS(=O)(=O)c2cccc(F)c2)CCN1C(=O)CCc1ccccc1 (configuration not stated) | -2.2 | 3.3 | -2.5 | -1.4 | -1.8 | -5.6 | i | 1.5 | -0.2
O=C(CSc1nnc(NC(=O)C2CC2)s1)Nc1ccc(F)cc1 | -7.5 | 4.3 | -6.0 | -1.4 | -0.8 | -3.8 | i | -0.1 | -1.2
CCc1ccc(-c2cc(C(F)(F)F)n3nc(C(=O)Nc4c(C)nn(Cc5ccc(F)cc5)c4C)cc3n2)s1 | 0.2 | -1.5 | 3.4 | 1.9 | 3.6 | 27.4 | . | 13.7 | -0.3
CC(=O)NC(Cc1ccccc1)C(=O)Oc1ccc2ccccc2c1 (configuration not stated) | -11.4 | 3.7 | 5.6 | 3.2 | 0.8 | 3.8 | i | -5.0 | -0.7
CSc1ccccc1OCc1cc(C(=O)NCCN2CCCc3ccccc32)no1 | -9.0 | -0.9 | -17.8 | 5.3 | 1.0 | 4.0 | i | -28.4 | -0.2
CC(=O)OCC(=O)C1(O)CCC2C3CCC4CC(O)CCC4(C)C3C(=O)CC21C (configuration not stated) | -2.4 | -1.1 | 2.5 | 3.9 | 0.0 | -0.4 | i | -3.0 | 0.2
O=C(Cc1c(F)cccc1Cl)NCC1CCCO1 (configuration not stated) | -2.5 | -0.8 | 8.3 | -0.7 | 1.1 | -9.1 | i | -2.1 | 0.3
Cn1cc(C[C@H](NC(=O)OC(C)(C)C)C(=O)N[C@@H](CO)Cc2ccccc2)c2ccccc21 | -0.3 | 5.0 | 3.5 | -0.8 | -0.5 | 0.3 | i | 1.4 | -0.2
NC(=O)CCN1CCN(S(=O)(=O)/C=C/c2ccccc2)CC1 | -2.2 | 0.9 | -5.1 | 7.2 | 0.9 | -7.4 | i | -9.3 | -0.9
C=CCNc1nc(Cl)nc(Nc2ccc(OCC)cc2)n1 | -3.3 | 0.1 | -3.5 | 0.7 | -0.1 | -6.6 | i | -2.4 | 0.0
CCCc1c(C(=O)N2CCN(c3ccccc3OC)CC2)cnn1-c1ccccc1 | 0.9 | -2.3 | 4.8 | -4.1 | 0.6 | -4.5 | i | 2.1 | 0.3
COc1ccc(CC(=O)Nc2cccc(S(=O)(=O)N3CCCCCC3)c2)cc1OC | -4.2 | 3.8 | -5.4 | -5.0 | 0.8 | 5.7 | i | -3.8 | -0.2
O=C1N(Cc2ccccc2)CCCC12CCCN(Cc1ccccc1)C2=O | 1.7 | 3.9 | -9.9 | -0.3 | 0.4 | -3.1 | i | 0.3 | 0.4
O=C(O)c1ccccc1NC(=O)C1CCCO1 (configuration not stated) | -3.1 | -4.6 | -3.5 | -5.0 | -1.9 | -3.1 | i | -2.8 | -0.6
Cc1ccc(CNS(=O)(=O)c2c(C(=O)N3CCCCCC3)c(C)n(C)c2C)cc1 | -1.9 | -0.4 | 4.8 | 3.6 | -0.6 | -6.5 | i | -10.0 | 0.2
Cc1cc(=O)oc2cc(OCCC[n+]3ccccc3)ccc12 | -7.7 | 2.9 | 10.1 | 6.3 | 1.2 | -8.0 | i | -17.8 | -1.1
CCC1CCCCN1CCCNS(=O)(=O)c1ccc2c(c1)oc(=O)n2C (configuration not stated) | 5.2 | -3.0 | -21.7 | 13.8 | 0.3 | -23.7 | i | -6.2 | -0.1
Oc1ccc(Cl)cc1CNCc1ccc(Cl)cc1 | 0.2 | 2.7 | 2.5 | -1.8 | -0.1 | 0.7 | i | 5.4 | -0.1
COc1ccc(CN(C)S(=O)(=O)c2nnc(NC(=O)c3ccc(C)cc3)s2)cc1OC | -5.2 | -5.3 | -2.8 | -0.4 | -0.3 | -0.4 | i | -4.6 | -0.2
CCN(C(=O)CSc1nc(N)cc(=O)[nH]1)c1c(N)n(Cc2ccccc2)c(=O)[nH]c1=O | -2.2 | -1.0 | -9.3 | 1.7 | -1.2 | -5.3 | i | 10.8 | -0.3
C[C@H](O)[C@H](O)[C@H]1CNc2nc(N)[nH]c(=O)c2N1 | -2.7 | 1.9 | 6.1 | -8.3 | 2.3 | 0.0 | . | 89.2* | -0.5
